Glioma ERSR ind: ER stress response induction in glioma; U87-MG GRP78 promoter luciferase reporter, 16 h; Potency, µM, inactives show at the highest dose activation, most hits filed as activators; actives 0.02% (n = 420,000); AID 602332; note: potency is the fitted concentration of half-maximal effect; series mostly up to about 76 µM; % of control where 0% means no effect; nearly all actives have a fitted effect of over 35% in size
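ERSR induction read as luciferase luminescence (Bright-Glo, 10 min at room temperature) in stably transfected human U87-MG glioma cells exposed to compounds for 16 h, using GRP78 as sensor.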
Anesthetic bind: binds horse apoferritin like a general anesthetic; Potency, µM (series often up to 77.5 µM), without a hit: at the top dose activity change, negative = displacement, most hits filed as inhibitors; P02791; apoferritin/1-aminoanthracene competitive binding, fluorescence; actives 0.074% (n = 350,000); note: potency is the fitted concentration of half-maximal effect; % is set by controls: 0 for no effect and ±100 for the full control effect; nearly all actives have a fitted effect of over 20% in size
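Horse-spleen apoferritin (10 uM) was mixed with 50% saturated 1-aminoanthracene in PBS, exposed to compounds for 10 min at room temperature, and read for fluorescence (ex 380 nm, em 535 nm). Competitive displacement was fitted with a four-parameter Hill equation.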
Pol kappa inh: DNA polymerase kappa (human) inhibition; purified Pol kappa, fluorescent DNA synthesis assay, 10 min; Potency, µM (titrated, usually from 107 µM), for inactives: at the top dose activity, negative = inhibition, usual class: inhibitors; actives 0.53% (n = 400,000); AID 588579; note: potency is the fitted concentration of half-maximal effect; % is set by controls: 0 for no effect and ±100 for the full control effect
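Here, compound and 10 nM enzyme are combined for 15 min at room temperature; adding 50 nM substrate (final) starts DNA synthesis, tracked by fluorescence at 0 and 10 min against buffer-only wells.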
POLH inh: inhibitors of human DNA polymerase eta. actives 1.2% (n = 390,000). Potency, µM (doses to about 114 µM), for inactives: top-dose activity change, negative = inhibition, most hits filed as inhibitors. AID 588591. recombinant Pol eta, fluorescent DNA replication assay; note: potency is the fitted concentration of half-maximal effect; % is set by controls: 0 for no effect and ±100 for the full control effect
Target sequence (Q9Y253 whole entry, looked up): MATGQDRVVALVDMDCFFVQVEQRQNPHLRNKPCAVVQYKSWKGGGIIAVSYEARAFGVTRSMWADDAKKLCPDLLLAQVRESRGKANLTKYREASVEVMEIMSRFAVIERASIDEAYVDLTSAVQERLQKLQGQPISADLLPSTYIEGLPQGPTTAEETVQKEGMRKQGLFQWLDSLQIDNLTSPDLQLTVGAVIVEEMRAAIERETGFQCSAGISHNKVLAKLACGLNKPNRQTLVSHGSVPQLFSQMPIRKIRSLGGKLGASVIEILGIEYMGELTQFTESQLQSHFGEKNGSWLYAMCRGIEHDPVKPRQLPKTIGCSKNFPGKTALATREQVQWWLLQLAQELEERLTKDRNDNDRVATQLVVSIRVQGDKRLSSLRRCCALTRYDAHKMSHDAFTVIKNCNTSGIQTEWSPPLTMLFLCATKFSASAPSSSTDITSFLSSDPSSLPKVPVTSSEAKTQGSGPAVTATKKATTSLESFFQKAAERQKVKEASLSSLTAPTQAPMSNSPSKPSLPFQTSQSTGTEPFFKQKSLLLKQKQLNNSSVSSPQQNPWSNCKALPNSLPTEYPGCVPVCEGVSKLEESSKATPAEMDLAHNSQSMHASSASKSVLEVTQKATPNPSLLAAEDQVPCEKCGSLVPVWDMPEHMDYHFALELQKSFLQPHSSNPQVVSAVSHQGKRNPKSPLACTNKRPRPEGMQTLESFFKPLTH
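Pol eta (10 nM) was preincubated with compounds for 15 min at room temperature, after which fluorescent replication substrate (50 nM final) was added to start the reaction. Fluorescence was read kinetically at 0 and 10 min.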
LDHA inh: inhibitors of human lactate dehydrogenase A; P00338; actives 0.15% (n = 480,000); purified LDHA, NADH/diaphorase-resazurin fluorescence; hits give low values; activity change, % (values are at about 110 or 230 µM); AID 1347041; in the data active = activity change below about -30%; inconclusive = mostly about -25% to -30%;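 note: plate controls were DMSO wells for no effect and wells without enzyme for full effect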
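Enzyme activity of human lactate dehydrogenase 5 (2 nM; 0.06 mM NADH, 0.2 mM pyruvate, 5 min, RT) is measured via a resazurin/diaphorase fluorescence readout of residual NADH.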
POLB inh: DNA polymerase beta (human) inhibition; P06746; AID 485314; Potency, µM (top dose mostly 114 µM), without a hit: at the highest dose activity change, negative = inhibition, hits mostly inhibitors; Pol beta primer extension/strand displacement, fluorescence kinetic; actives 1.3% (n = 340,000); note: potency is the fitted concentration of half-maximal effect; % is set by controls: 0 for no effect and ±100 for the full control effect
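Kinetic readout of DNA synthesis with strand displacement by Pol beta. Compound and 10 nM enzyme sit 15 min at room temperature; 50 nM substrate starts the reaction, read immediately and at 10 min.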
POLI inh: blocks human DNA polymerase iota activity; Pol iota fluorescent replication assay, 10 min; actives 1% (n = 390,000); Potency, µM (top dose mostly 115 µM), for inactives: at the highest dose activity, negative = inhibition, usual class: inhibitors; note: potency is the fitted concentration of half-maximal effect
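Fluorescent replication assay read twice, at 0 min and 10 min after adding 50 nM (final) substrate. Enzyme (10 nM) and compounds were first incubated 15 min at room temperature; enzyme-free buffer wells were negative controls.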
BLM helicase inh: inhibitors of human Bloom syndrome helicase BLM; P54132; actives 0.2% (n = 350,000); AID 2528; recombinant BLM DNA unwinding, fluorescence dequenching; Potency, µM (highest dose often 56.1 µM), for inactives: top-dose activity change, negative = inhibition, hits mostly inhibitors;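 note: potency is the fitted concentration of half-maximal effect; plate controls were vehicle for no effect and no enzyme for full effect; nearly all actives have a fitted effect of over 35% in size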
APE1 inh: blocks human APE1 abasic DNA cleavage. P27695. recombinant APE1, TAMRA/BHQ-2 abasic DNA cleavage fluorescence. Potency, µM (highest dose often 65.8 µM), for the others: top-dose activity change, negative = inhibition, hits mostly inhibitors. actives 0.35% (n = 350,000). AID 2517;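 note: potency is the fitted concentration of half-maximal effect; plate controls were vehicle for no effect and reference inhibitor for full effect; nearly all actives have a fitted effect of over 55% in size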
Target sequence (P27695 whole entry, looked up): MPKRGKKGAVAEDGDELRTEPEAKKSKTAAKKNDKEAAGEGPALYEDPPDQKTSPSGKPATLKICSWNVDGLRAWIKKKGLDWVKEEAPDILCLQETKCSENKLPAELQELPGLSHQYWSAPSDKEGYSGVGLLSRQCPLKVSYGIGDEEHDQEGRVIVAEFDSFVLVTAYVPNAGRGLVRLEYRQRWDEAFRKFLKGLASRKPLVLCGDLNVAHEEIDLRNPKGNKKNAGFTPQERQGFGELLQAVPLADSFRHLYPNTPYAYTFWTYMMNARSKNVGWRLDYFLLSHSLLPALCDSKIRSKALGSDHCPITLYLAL
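Enzyme (0.75 nM final) and test compound are incubated 15 min at room temperature before adding 50 nM quenched THF abasic-site duplex. Cleavage dequenches TAMRA, followed at 525/598 nm over three reads one minute apart.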
* hit, by the source's call; ? = inconclusive; . = not tested or not shown; & = joins results of further samples; [ ] = dose if it differs, or a comment. Unless noted, calls come from the whole dose curve; as a rule, active = well fitted curve in the direction sought with a large enough effect; inconclusive = small, poorly fitted or top-dose-only effect, or another doubt; inactive = no such curve, though single readings can be large; an effect the other way counts as inactive or inconclusive. These rows are one share of the data, so the mix of outcomes need not match the whole.

SMILES	Glioma ERSR ind	Anesthetic bind	Pol kappa inh	POLH inh	LDHA inh	POLB inh	POLI inh	BLM helicase inh	APE1 inh
Cc1ccc(S(=O)(=O)N2CCC(C)CC2)cc1[N+](=O)[O-]	-3%	?	-8%	-4%	-3	4%	48%[activator]	0%	2%
FC(F)(F)c1cnc(-n2cc[nH]c2=S)c(Cl)c1	-3%	-23%	-6%	-8%	-1	3%	-9%	-3%	30%
CC(=O)c1sc(NC(=O)c2ccco2)nc1-c1ccccc1	2%	-17%	1%	-15%	-9	6%	16%	-1%	0%
COc1ccc(C)cc1NC(=O)CN1CCN(C/C=C/c2ccccc2)CC1	-4%	-24%	-19%	-11%	-9	-26%	1%	-16%	-4%
O=C(CSc1ncnc2c1oc1ccccc12)NCc1ccc(F)cc1	1%	-1%	7%	-11%	-3	-1%	20%	-4%	2%
Cc1oc(-c2cccc(Cl)c2)nc1CS(=O)(=O)CC(=O)NCc1ccccc1Cl	-3%	?	-20%	-4%	-18	9%	-11%	-2%	.
CCC1=Nc2cc(C(=O)NCc3cccnc3)ccc2Sc2ccc(C)cc21	-4%	-6%	-13%	1%	-1	0%	26%	-5%	-2%
COc1cccc(-c2nn(C)c3sc(C(=O)NCCCN(C)Cc4ccccc4)cc23)c1	-2%	-3%	-6%	-9%	-6	1%	?	51%[activator]	-23%
Cc1cc(Cl)c(S(=O)(=O)N2CCN(c3ccc(F)cc3)CC2)cc1OCC(N)=O	-2%	-10%	4%	-11%	0	0%	-9%	3%	18%
Cc1ccc(CNC(=O)COC(=O)c2cnccn2)cc1	-5%	-11%	-5%	-4%	2	11%	14%	-3%	0%
Cc1ccc(C(=O)NC(=S)NNC(=O)CCN2CCOCC2)cc1	-4%	-5%	-11%	7%	3	-8%	44%[activator]	1%	-1%
CC(=O)N1c2ccccc2C(C)(C)C2CCC(C)CC21 (centres undefined)	-3%	-3%	-8%	-12%	3	-16%	6%	-5%	14%
CC(C)[C@H](NC(=O)OC(C)(C)C)c1nnc(SCC(=O)Nc2ccc(Br)cc2)o1	-6%	-7%	-4%	-6%	3	0%	5%	-6%	?
COC(=O)c1sc(N2C(=O)C(=O)/C(=C(/O)c3ccc(C)cc3)C2c2ccco2)nc1C (centres undefined)	-1%	5%	-21%	-15%	3	-17%	?	1%	-2%
Cn1cnc(S(=O)(=O)NCc2ccccc2)c1	-4%	-4%	4%	-7%	-5	29%	3%	0%	5%
COc1ccccc1CCn1c(N)c(C#N)c2nc3ccccc3nc21	-5%	60%[activator]	-16%	-13%	8	3%	?	-6%	5%
CC1CCN(CCCCOc2ccc(C(C)(C)C)cc2)CC1	-2%	4%	3%	-3%	-10	-6%	22%	0%	26%
CCOc1cc(N2CCOCC2)c(OCC)cc1NC(=O)COC(=O)c1ccccc1C	-4%	1%	-9%	-18%	-2	11%	62%[activator]	0%	3%
Cc1ccc(S(=O)(=O)CCC(=O)NCCc2ccccc2)cc1	-3%	1%	9%	-1%	0	14%	-8%	-1%	54%[activator]
O=C(CN1CCN(S(=O)(=O)c2ccc(Cl)c(Cl)c2)CC1)N1CCCC1	-1%	.	-13%	-6%	-3	.	8%	.	19%
NS(=O)(=O)c1ccc(NN=C2CCCCC2)c([N+](=O)[O-])c1	-1%	-22%	-10%	-10%	-4	14%	14%	-2%	20%
CCOc1ccc(NC(=O)C2CCCN2S(=O)(=O)c2ccc3c(c2)C(C)(C)C(=O)N3C)cc1 (centres undefined)	3%	-11%	-7%	-14%	-4	4%	11%	-3%	21%
Cc1cnc(CNc2ncnc3ccc(-c4cccc(C#N)c4)cc23)cn1	-1%	-20%	?	.	.	.	.	52%[activator]	-2%
OCCCc1nc2n(n1)C(c1cccs1)C=C(c1ccc(Br)cc1)N2 (centres undefined)	.	200%[activator]	.	.	.	-27%	.	-3%	-12%
Cc1nn(CCCC(=O)Nc2cnn(Cc3ccc(F)cc3)c2)c(C)c1[N+](=O)[O-]	5%	-11%	-1%	-7%	-5	2%	1%	0%	3%

(further entries)
SMILES	Glioma ERSR ind	Anesthetic bind	Pol kappa inh	POLH inh	LDHA inh	POLB inh	POLI inh	BLM helicase inh	APE1 inh
Cc1nc(N)sc1C(=O)N/N=C/c1ccccc1[N+](=O)[O-]	.	-3%	.	.	.	10%	.	0%	-5%
Cc1ccc(S(=O)(=O)/N=C(/Nc2c(C)cccc2C)c2ccccc2)cc1	-5%	.	-2%	-9%	-3	.	15%	.	-2%
C[C@H](CO)N1C[C@H](C)[C@@H](CN(C)C(=O)Nc2ccc3c(c2)OCO3)Oc2ccc(NC(=O)Nc3ccc4c(c3)OCO4)cc2C1=O	1%	.	-19%	-17%	7	.	?	.	7%
O=C1N(c2ccccc2)C[C@@H]2C[C@@H](c3cccc4c3OCO4)N3CCC[C@@]123	-2%	-9%	-8%	-4%	-1	8%	7%	0%	2%
CN(CC(=O)Nc1ccc(F)cc1)C(=O)C1CC(=O)N(Cc2ccccc2)C1 (centres undefined)	-1%	-2%	-10%	-7%	-6&18	24%	16%	-1%	21%
Cc1nc(N2CCN(Cc3ccc4c(c3)OCO4)CC2)c2cc(-c3ccccc3)sc2n1	0%	85%[activator]	10%	-14%	2	-3%	-3%	-7%	-4%
COc1ccc(S(=O)(=O)NNC(=O)C23CC4CC(CC(C4)C2)C3)cc1[N+](=O)[O-]	-7%	.	-5%	-12%	-5	.	16%	.	-7%
O=S(Cc1ccc(Cl)cc1)CC(O)COCc1ccc(Cl)cc1 (centres undefined)	-5%	-11%	-2%	1%	-2	28%	?	-2%	18%
O=c1oc(CCCO)cc2ccc(C#Cc3ccsc3)cc12	7%	.	-1%	-26%	-2	.	33%	.	40%[activator]
CCOC(=O)N1CCC(NC(=O)C2CCCN(Cc3nc(-c4ccc(CC)cc4)oc3C)C2)CC1 (centres undefined)	-3%	3%	-25%	2%	0	1%	9%	-2%	3%
CCN1CCN(CCOCCOc2ccccc2-c2ccccc2)CC1	.	-8%	.	.	.	6%	.	4%	-3%
C#CCOCCOCCOCCNc1nc(N2CCN(C(=O)C([C@@H](C)CC)n3cc(C(N)Cc4ccc(O)cc4)nn3)CC2)nc(N2CCN(C(=O)[C@H](CCC(=O)O)n3cc(C(N)CO)nn3)CC2)n1 (some centres undefined)	-3%	1%	-9%	-12%	-4	-6%	-1%	0%	-2%
COc1ccc(C(C)=O)c(Oc2cc(NN3CCCCC3)c([N+](=O)[O-])cc2[N+](=O)[O-])c1	1%	-2%	-9%	-11%	0	29%	11%	-1%	4%
COc1ccc(Cc2noc(-c3ccc([N+](=O)[O-])cc3)n2)cc1OC	0%	-4%	-9%	-17%	0	-4%	-7%	2%	13%
O=C1CC(N2CCN(c3ccc(F)cc3)CC2)C(=O)N1c1ccc(F)cc1 (centres undefined)	1%	3%	15%	-16%	-1	14%	46%[activator]	-1%	7%
CCC(OC(=O)c1cccs1)C(=O)NCc1ccc2c(c1)OCO2 (centres undefined)	-2%	7%	-12%	-2%	-5	2%	-2%	-1%	-5%
CCCCOC(=O)C(C)Sc1n[nH]c(=O)[nH]c1=O (centres undefined)	0%	-2%	5%	-12%	-1	6%	29%	0%	-11%
COc1cccc(C2N(c3ccccc3)CCN2c2ccccc2)c1OC	1%	?	-4%	0%	-3	-1%	50%[activator]	-9%	21%
CC(NC(=O)COC(=O)c1ccc([N+](=O)[O-])s1)c1ccccc1 (centres undefined)	-2%	-2%	-25%	?	11	16µM*	?	-20%	?
COc1cc(C2C(C(=O)Nc3ccccc3)=C(C)Nc3nnnn32)cc(OC)c1OC (centres undefined)	-5%	-8%	-8%	-14%	-3	19%	11%	-2%	.
Cc1cccn2c(=O)c(C=O)c(N3CCCCC3)nc12	3%	-19%	-12%	9%	-4	0%	16%	1%	14%
Cc1ccc(CN=Cc2[nH]c3ccc(Br)c(Cl)c3c2O)cc1	-2%	-24%	-2%	1%	14	18%	38%[activator]	-8%	-12%
CCN1C(=O)C(CC(=O)Nc2ccc(C)cc2C)Nc2cc(S(=O)(=O)N(C)C)ccc21 (centres undefined)	-5%	-22%	-5%	-21%	-1	23%	22%	1%	-2%
Cc1ccc(Cl)cc1Nc1nn2c(=O)c3ccc(C(=O)N4CCCC(C)C4)cc3nc2s1 (centres undefined)	-3%	-4%	-6%[60.1 µM]	-2%	2	8%	4%	1%	.
O=S(=O)(NCCc1ccccn1)c1cccs1	-7%	-1%	7%	-7%	-1	10%	-14%	0%	3%
O=C(CSC1=Nc2ccccc2C2=NC(c3ccccc3)C(=O)N12)NC1CCCCC1 (centres undefined)	4%	-11%	-11%	-5%	-2	32%	-3%	-2%	2%
CC(C)CNS(=O)(=O)c1cc(C(=O)OCC(=O)N2CCOCC2)c(Cl)cc1Cl	-1%	-7%	2%	-9%	-7	-14%	36%[activator]	0%	-11%
Cc1nn(Cc2ccccc2)c(C)c1NC(=O)CCCn1nc([N+](=O)[O-])c(Cl)c1C	-7%	-12%	-9%	5%	3	-14%	12%	2%	-1%
CCOP(=O)(c1ccc(N(C)C)cc1)C(O)c1ccncc1 (centres undefined)	-2%	50%[activator]	3%	2%	-5	-20%	-14%	-4%	-8%

4 of these compounds, reformatted:
smiles | Glioma ERSR ind | Anesthetic bind | Pol kappa inh | POLH inh | LDHA inh | POLB inh | POLI inh | BLM helicase inh | APE1 inh
O=C(CSC1=Nc2ccccc2C2=NC(c3ccccc3)C(=O)N12)NC1CCCCC1 (centres undefined) | 4% | -11% | -11% | -5% | -2 | 32% | -3% | -2% | 2%
CC(C)CNS(=O)(=O)c1cc(C(=O)OCC(=O)N2CCOCC2)c(Cl)cc1Cl | -1% | -7% | 2% | -9% | -7 | -14% | 36%[activator] | 0% | -11%
Cc1nn(Cc2ccccc2)c(C)c1NC(=O)CCCn1nc([N+](=O)[O-])c(Cl)c1C | -7% | -12% | -9% | 5% | 3 | -14% | 12% | 2% | -1%
CCOP(=O)(c1ccc(N(C)C)cc1)C(O)c1ccncc1 (centres undefined) | -2% | 50%[activator] | 3% | 2% | -5 | -20% | -14% | -4% | -8%

Assay outcomes deposited in PubChem BioAssay by National Center for Advancing Translational Sciences (NCATS).
